SV40 large T antigen: SV40 large T antigen inhibitors, biochemical (AID 1903) | SV40 large T antigen ATPase/helicase inhibition assay; higher % means a stronger effect | one-dose inhibition, % at 20 µM; IC50 in µM for titrated hits | 310,000 tested, 0.39% active; in the data active = a potency from the dose series; inconclusive = inhibition mostly from about 32% at the one dose, without a potency; inactive = the rest, 99 in 100 with inhibition below about 32%; also: strong numbers were not always called active
Insulin prom up: MIN6 insulin promoter up-regulation | MIN6 insulin promoter-GFP reporter, high-content imaging; stronger effect = higher value | z-score at 5 µM | 190,000 tested, 0.3% active | AID 1625;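 active = z-score above 3 at 5 µM with at least 500 cells counted in the well; inconclusive = wells under 500 cells, flagged as cytotoxic or low count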
human PMI inhibition: MPI enzyme activity inhibition – biochemical, fluorescence intensity, coupled assay, primary screen (AID 1209); purified PMI enzyme, coupled fluorescence intensity; higher % means a stronger effect; one-dose inhibition, % at 20 µM; IC50 in µM for titrated hits; 190,000 tested, 0.42% active;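 also: plate controls were DMSO vehicle for no effect and wells lacking substrate for full effect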
PhoP inhibition: inhibitors of PhoP regulon expression, primary screen, Salmonella Typhimurium, GFP reporter (AID 1863) | S. Typhimurium PhoP-regulated promoter GFP reporter, 4 h; higher % means a stronger effect | inhibition, % at 50 µM, or IC50 in µM where a hit was titrated | 300,000 tested, 0.16% active;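 active = inhibition over 29.93%, a cutoff 3 SD above the screen mean, later confirmed by dose response; inconclusive = inhibition over 29.93% but no dose response follow-up; inactive = inhibition at most 29.93% or unconfirmed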;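 also: 0% = low Mg2+ inducing control and 100% = high Mg2+ repressing control; strong numbers were not always called active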
CSM14.1 death rescue: rescue of cells from ER stress-induced death, primary screen, 384-well, CSM14.1, thapsigargin, ATP luminescence (AID 1222). CSM14.1 thapsigargin-induced death rescue, ATP luminescence; higher % means a stronger effect. cellular ATP content (survival), % at 20 µM, or EC50 in µM where a hit was titrated. 190,000 tested, under 10 active;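 active = EC50 below 50 µM in the dose-response confirmation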;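 also: death triggered by thapsigargin at about 15 µM added after 2 h compound pretreatment; cell ATP read after overnight thapsigargin exposure of roughly 18 to 22 hours; normalized against plate controls of thapsigargin alone and 5% DMSO vehicle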
TNAP activation fold: stimulation of alkaline phosphatase TNAP activity – biochemical, luminescent, no phosphate acceptor, uHTS, primary screen (AID 1001). purified TNAP, luminescent activation assay, no phosphate acceptor; higher activation fold means a stronger effect. one-dose activation fold at 20 µM; EC50 in µM for titrated hits. 200,000 tested, 0.03% active; in the data active = activation fold from about 3, or a potency from the dose series; inactive = the rest, 99 in 100 with activation fold below about 1.6; also: many of its hits are not listed in these tables
human PMI inhibitors: human PMI inhibitors, high substrate, primary screen, biochemical, fluorescence intensity, high mannose 6-phosphate (AID 1220) | 190,000 tested, 0.66% active | recombinant PMI enzyme, coupled fluorescence intensity; higher % means a stronger effect | one-dose inhibition, % at 20 µM; IC50 in µM for titrated hits
West Nile virus CPE: inhibition of WNV-induced cytopathic effect – cell-based, CPE readout (AID 1621). West Nile virus-infected cells, CPE inhibition; higher % means a stronger effect. one-dose CPE inhibition, % at 10 µM; IC50 in µM for titrated hits. 290,000 tested, 0.02% active; in the data active = a potency from the dose series; inconclusive = CPE inhibition mostly from about 3.7% at the one dose, without a potency; inactive = the rest, 99 in 100 with CPE inhibition below about 2.2%; also: strong numbers were not always called active
RSV antiviral HEp-2: RSV antiviral activity via CPE protection, HEp-2 cells, primary 10 µM value included (AID 2391); CPE inhibition, % at 10 µM, or IC50 in µM where a hit was titrated; HEp-2 cells, RSV-induced CPE inhibition; higher % means a stronger effect; 310,000 tested, 0.13% active; in the data active = a potency from the dose series; inconclusive = CPE inhibition mostly from about 23% at the one dose, without a potency; inactive = the rest, 99 in 100 with CPE inhibition below about 21%; also: strong numbers were not always called active
Insulin prom up cell count: also measured in Insulin prom up; calls as there; cell count; measured here: cytotoxicity, nuclei count;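 total cells summed across four imaged fields per well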
Starred values were filed as active, the others as inactive; u = inconclusive; x = not tested or not shown; & = joins results of further samples. Rule as the data show it, unless noted: active = inhibition above about 50%; inactive = the rest.

SMILES	SV40 large T antigen	Insulin prom up	Insulin prom up cell count	human PMI inhibition	PhoP inhibition	CSM14.1 death rescue	TNAP activation fold	human PMI inhibitors	West Nile virus CPE	RSV antiviral HEp-2
O=C1c2ccccc2C(=O)N1CCCCSc1nc2ccccc2c(=O)n1CCCN1CCOCC1	-8%	0.36	1152	19%	8%	-1.2%	1.1	10%	-0.6%	-0.4%
Cc1ccc(/C=N/NC(=O)c2cccc(S(=O)(=O)Nc3cccc(Cl)c3)c2)o1	9%	-0.07	1571	-17%	4%	-0.6%	1.1	-13%	-0.1%	5.5%
COCCSc1nnc(NC(=O)c2ccc(OC)c([N+](=O)[O-])c2)s1	5%	1.1	1175	-33%	1%	1.5%	0.9	-29%	-0.2%	-1.7%
Cc1ccc(NC(=O)C(C)SCc2ccccc2)cc1 (stereo not given)	1%	x	x	x	1%	x	x	x	0.1%	11%
O=C(CCC(=O)NCCO)NCCO	15%	0.01	1192	1%	6%	0.0%	1.1	0%	0.9%	3.3%
O=C(CN1C(=O)c2cccc3cccc1c23)Nc1ccccc1C(=O)NCc1ccco1	5%	x	x	x	-2%	x	x	x	0.2%	3.9%
CCn1c(O)c(/C=N/NC(=O)c2ccncc2)c(=O)n(CC)c1=S	-5%	-0.11	1425	-6%	-19%	-4.1%	1.5	-29%	-0.3%	x
CCN(CC)CCNC(=O)c1cc2c(-c3ccc(Cl)cc3)nn(C)c2s1	3%	0.44	795	16%	-1%	-2.1%	1.1	8%	-2.2%	-3.0%
CCOc1cc(/C=N/NC(=O)c2ccncc2)ccc1OS(C)(=O)=O	6%	0.21	1271	-2%	2%	-1.7%	1	-1%	1.6%	0.4%
COCCOC(=O)C1=C(C)NC(=O)NC1c1c(F)cccc1Cl (stereo not given)	14%	0.32	1172	-2%	0%	0.1%	1	-2%	-0.7%	0.7%
Cc1ccc(-c2nc(Nc3ccccc3)n[nH]2)cc1	-1%	-0.09	1272	14%	-2%	-2.2%	0.5	15%	0.1%	14%
COc1ccc(-n2c(-c3ccccc3)nc(=S)c3c2CCCC3)cc1	10%	0.11	1684	-2%	-1%	1.4%	1	-4%	x	2.0%
C[C@H](CS)C(=O)N1CCC[C@H]1C(=O)O	14%	x	x	-14%	-2%	10%	1	-14%	0.4%	0.4%
Cc1cc(Nc2ccc(C)c(Br)c2)n2nc(C)nc2n1	12%	0.67	1099	-9%	0%	-0.1%	1.1	-11%	-0.3%	0.5%
COc1ccc(-c2cc(CCCC(=O)N3CCN(c4ccc(OC)cc4)CC3)no2)cc1	9%	-1.4	839	4%	5%	0.7%	1.1	8%	-0.6%	2.1%
Nc1nc2nc(-c3ccc(F)cc3)cc(C(F)(F)F)n2n1	-1%	0.4	1636	0%	0%	-0.4%	1.1	-3%	0.0%	-0.3%
O=C(CN1CCN(c2nc(-c3ccccc3)cs2)CC1)NNC(=O)c1ccco1	12%	-0.37	1447	4%	-1%	-0.1%	2.4	3%	0.9%	2.1%
COc1ccc2c(CC#N)c[nH]c2c1	16%	-0.32	1225	-9%	9%	-4.7%	1	-17%	x	1.0%
O=C(/N=C1/c2ccccc2CN1c1ccccc1)Nc1ccccc1	15%	2.2	1523	18%	-6%	0.4%	1.1	13%	-0.1%	2.5%
CCCOc1ccc(N2C(=O)CC(SCc3nc4ccccc4[nH]3)C2=O)cc1 (stereo not given)	28%	-1.1	1631	8%	2%	0.1%	1.1	4%	-0.3%	0.7%
CS(=O)(=O)Nc1ccc(C(=O)NCc2cccnc2)cc1	1%	-0.55	1190	-1%	-11%	7.5%	1.1	-4%	0.5%	2.5%
COc1ccc(CCNC(=O)CN2C(=O)COc3ccc(S(=O)(=O)N4CCCC4)cc32)c(OC)c1	5%	x	x	x	-1%	x	x	x	-0.8%	7.1%
CC(O)c1nc2ccccc2n1Cc1ccc([N+](=O)[O-])cc1 (stereo not given)	11%	0.41	1467	9%	-4%	2.7%	1.1	9%	1.2%	3.8%
O=[N+]([O-])c1ccc(CN2CCN(c3ccc([N+](=O)[O-])cc3)CC2)cc1	25%	x	x	x	-1%	x	x	x	-1.6%	8.0%

The last three records of the section before come first, to join the parts:
SMILES	SV40 large T antigen	Insulin prom up	Insulin prom up cell count	human PMI inhibition	PhoP inhibition	CSM14.1 death rescue	TNAP activation fold	human PMI inhibitors	West Nile virus CPE	RSV antiviral HEp-2
COc1ccc(CCNC(=O)CN2C(=O)COc3ccc(S(=O)(=O)N4CCCC4)cc32)c(OC)c1	5%	x	x	x	-1%	x	x	x	-0.8%	7.1%
CC(O)c1nc2ccccc2n1Cc1ccc([N+](=O)[O-])cc1 (stereo not given)	11%	0.41	1467	9%	-4%	2.7%	1.1	9%	1.2%	3.8%
O=[N+]([O-])c1ccc(CN2CCN(c3ccc([N+](=O)[O-])cc3)CC2)cc1	25%	x	x	x	-1%	x	x	x	-1.6%	8.0%
COc1cc(Br)cc(CN2CCN(c3ncccn3)CC2)c1O	12%	x	x	x	3%	x	x	x	-0.7%	0.4%
COc1ccc(OCCC(=O)NC2CCCCC2)cc1	7%	-3.5	900	-8%	2%	-0.7%	1.1	-6%	0.1%	0.8%
Cc1[nH]nc(-c2ccc(O)c(C)c2O)c1-c1cnn(-c2ccccc2)c1	2%	0.32	1272	15%	-3%	2.9%	1	18%	0.0%	x
Cc1occc1-c1nnc(SCc2cc(=O)n3cc(Br)ccc3n2)n1C	33%	-0.99	928	-3%	-7%	1.2%	1	3%	x	2.2%
O=C(CSc1n[nH]c(=O)n1-c1cccnc1)Nc1ccccc1Cl	29%	x	x	x	3%	x	x	x	-0.4%	1.4%
O=C(Nc1ccc2c(c1)OCCO2)c1ccccn1	7%	-0.26	1253	-12%	-10%	0.4%	1	-6%	-0.2%	-1.3%
CCOC(=O)C1CCCN(c2oc(-c3ccc(F)cc3)nc2C#N)C1 (stereo not given)	-2%	-0.86	1443	4%	5%	0.4%	1.2	0%	0.1%	1.0%
Cn1c(SCC(=O)N2CCCC2)nnc1-c1ccc2c(c1)OCO2	3%	x	x	x	14%	x	x	x	-0.7%	1.9%
Fc1ccccc1COc1ccc(/C=N/n2cnnc2)cc1	1%	-0.62	1251	-2%	7%	4.5%	1.1	3%	-0.6%	20%
COC(=O)c1ccc(-n2cnc3ccccc32)nc1	2%	0.12	1183	9%	2%	0.5%	1	17%	0.0%	1.1%
CN(C)C(CNC1CC(C)(C)NC(C)(C)C1)c1cccc(F)c1 (stereo not given)	5%	x	x	x	9%	x	x	x	0.0%	0.1%
CCc1ccc(-c2nc(SCC(=O)N(CCOC)c3c(N)n(Cc4ccccc4)c(=O)[nH]c3=O)n[nH]2)cc1	12%	x	x	x	-7%	x	x	x	0.1%	0.5%
COc1ccc(CN(CC(=O)NCc2ccco2)C(=O)CCC(=O)Nc2ccccn2)cc1	2%	0.59	1059	-5%	-2%	0.1%	1.1	-4%	-0.1%	1.7%
O=C1CN2C(=Nc3ccc(Br)cc3C2c2ccccc2)CCN1 (stereo not given)	4%	0.97	1583	11%	8%	-0.4%	1.1	4%	-0.5%	-0.3%
Cc1ccc(OCc2nnnn2-c2ccccc2)cc1	4%	0.01	1550	6%	1%	1.0%	0.9	-4%	-1.0%	1.7%
CC(C)c1ccc(NC2CCCN(C(=O)c3cccnc3)C2)cc1 (stereo not given)	11%	x	x	x	0%	x	x	x	-0.9%	0.4%
OCCC1CN(Cc2cccc3nccnc23)CCN1Cc1ccc(F)cc1 (stereo not given)	18%	-0.12	1071	x	2%	x	x	x	-0.5%	0.2%
C=CCn1c(C)cc(C2=NNC(=Nc3ccc(C)cc3)SC2)c1C	12%	0.23	1130	-29%	5%	-0.1%	1.1	-19%	-0.7%	3.3%
COc1ccccc1COCC(O)CN1CCCCC1CO (stereo not given)	11%	x	x	x	-7%	x	x	x	0.7%	2.0%
CCOc1ccc(S(=O)(=O)N2CCN(C)CC2)c(C)c1C	-9%	0.23	1879	15%	13%	-1.3%	1.1	18%	-0.2%	0.6%
Cc1cc(C(=O)N/N=C/c2ccc([N+](=O)[O-])cc2)c(C)o1	1%	0.4	1414	1%	-4%	0.1%	1	2%	-0.9%	0.7%
CCN(CC)c1ccc(/C=N/NC(=O)CNC(=O)/C=C/c2ccco2)cc1	11%	x	x	x	5%	x	x	x	-0.8%	2.3%
O=C(C1CC1)N(CCc1ccccc1)Cc1nc2ccccc2c(=O)[nH]1	2%	0.66	1324	-3%	0%	-4.2%	1.1	-3%	-0.4%	4.2%
CCC(=O)Nc1cccc(-c2nnc(SCC(=O)NCc3ccco3)n2C)c1	3%	x	x	17%	-3%	-2.7%	1.1	-5%	x	1.2%
CC1=C(C#N)C(c2ccc(O)cc2)C2=C(CC(C)(C)CC2=O)N1 (stereo not given)	15%	-0.1	1300	0%	-3%	4.7%	1.2	1%	-0.3%	1.7%
CN(CC(=O)NCCc1ccc(S(N)(=O)=O)cc1)S(=O)(=O)c1ccc(Br)s1	-6%	x	x	x	6%	x	x	x	-0.5%	0.8%
O=C(NCc1cccc(C(F)(F)F)c1)C1CC(c2ccccc2[N+](=O)[O-])=NO1 (stereo not given)	4%&17%	1.4	1074	8%	1%	-1.6%	1	6%	0.2%	4.6%
COC(=O)Nc1ccc(Oc2ccccc2)cc1	12%	x	x	15%	7%	0.6%	1.1	5%	1.2%	3.5%
Cc1cc(C)nc(N2CCN(C(=O)CCC(=O)Nc3nnc(C(C)C)s3)CC2)n1	9%	0.61	1041	x	3%	x	x	x	0.7%	0.5%
O=C(OC1CCOC1=O)c1cc(-c2cccc(Br)c2)nc2ccccc12 (stereo not given)	-7%	-0.45	1244	-5%	-7%	-1.2%	1.1	2%	0.3%	1.0%
COc1cccc(-c2nc(CCl)cs2)c1OC	14%	-0.16	1357	-8%	4%	-1.2%	1	5%	x	2.7%
CCOC(=O)CN1C(=O)CC(c2ccccc2)C1=O (stereo not given)	15%	x	x	x	-4%	x	x	x	-0.4%	1.6%
CC(=O)Nc1ccc(-c2cc(-c3ccc(NC(C)=O)cc3)nc(-c3ccccc3)n2)cc1	3%	1.5	1486	6%	-8%	-0.9%	1.1	5%	2.0%	0.1%
CCCCCCCc1c(C)nc(N2CCOCC2)[nH]c1=O	11%	-0.76	940	-2%	3%	-3.4%	1.1	-3%	-1.2%	2.5%
CCCCNC(=O)CSc1nc(O)cc(=O)n1C1CCCC1	9%	0.61	1320	9%	-1%	x	1.1	11%	0.7%	0.6%
c1ccc(CCNc2ncnc3c2cnn3-c2ccccc2)cc1	-3%	-0.14	1269	4%	2%	-1.8%	1	2%	0.1%	19%
Cc1ccc(-c2nn(-c3ccccc3)c3[nH]c(=O)c(CNCc4ccccc4)cc23)cc1	2%	u	x	2%	-10%	-1.5%	1	-1%	u	3.7%
O=C1C(=O)N(CC2COc3ccccc3O2)c2ccccc21 (stereo not given)	16%	x	x	x	-4%	x	x	x	-0.7%	6.7%

Assay outcomes deposited in PubChem BioAssay by several laboratories.
